Bioassay records: PubChem, National Center for Advancing Translational Sciences (NCATS)
a7 integrin act: activates integrin-mediated alleviation for muscular dystrophy; alpha7betagal myoblasts, beta-gal FDG fluorescence, 48 h; Potency, µM (doses to about 38.3 µM), without a hit: top-dose activation, most hits filed as activators; 350,000 tested, 0.064% active; AID 624291;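 also: potency is read from the fitted curve at half-maximal effect; 100% = response of the positive control SU9516; nearly all actives have a fitted effect of over 60% in size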
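alpha7betagal+/- myoblasts (passage 13, 250/well) treated 48 h at 37C with compounds at 1:260 dilution of DMSO stock. Lysed, then beta-galactosidase activity read as FDG fluorescence (ex 480/em 540) after 30 min, with pre-read for autofluorescence.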
ASM inhibitor: blocks human secretory acid sphingomyelinase; P17405; placental ASM, HMU-PC fluorogenic substrate, 60 min; Potency, µM (highest dose often 57.5 µM), for inactives: top-dose activity change, negative = inhibition, most hits filed as inhibitors; 340,000 tested, 0.006% active; also: potency is read from the fitted curve at half-maximal effect
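Fluorescence read-out (Ex 386 nm, Em 447 nm) after stopping the reaction at pH 10. Enzyme: ASM from human placenta; substrate HMU-PC0, 9 uM final; 60 min, 37 °C. Compound preincubation 10 min, ambient temperature.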
Mito fusion act: blocks mitochondrial division or promotes mitochondrial fusion; S. cerevisiae fusion-defective mutant growth rescue, CellTiterGlo 48 h; Potency, µM (top dose mostly 46.1 µM), without a hit: at the top dose growth rescue (activation), actives largely listed as activators; 320,000 tested, 0.23% active;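 also: potency is read from the fitted curve at half-maximal effect; % of control where 0% means no effect; nearly all actives have a fitted effect of over 45% in size; temperature-sensitive fusion mutants such as fzo1-1 at 37 °C on non-fermentable ethanol glycerol medium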
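Luminescent cell viability in 1536-well qHTS format served as the measure of rescued growth in ts fusion-mutant S. cerevisiae cultured on non-fermentable YPEG for 48 hours at 37C.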
Menin-MLL TR inh: menin-MLL binding inhibition, Texas Red mutant peptide; Menin + Texas Red MLL mutant peptide, fluorescence polarization; O00255; 270,000 tested, 0.23% active; Potency, µM (series often up to 61.6 µM), inactives show at the top dose FP activity change, negative = inhibition, most hits filed as inhibitors; active = well fitted inhibition curve with a large enough effect in the polarisation, with a control signal flat, not every such curve was filed as active; inconclusive = small, poorly fitted or top-dose-only effect, or effect the other way, or a change in a side signal; inactive = no such curve, though single readings can be large or run the other way; the % refers to the polarisation; also: potency is read from the fitted curve at half-maximal effect; % of control where 0% means no effect; many of its hits are not listed in these tables
Target sequence (O00255 whole entry, looked up): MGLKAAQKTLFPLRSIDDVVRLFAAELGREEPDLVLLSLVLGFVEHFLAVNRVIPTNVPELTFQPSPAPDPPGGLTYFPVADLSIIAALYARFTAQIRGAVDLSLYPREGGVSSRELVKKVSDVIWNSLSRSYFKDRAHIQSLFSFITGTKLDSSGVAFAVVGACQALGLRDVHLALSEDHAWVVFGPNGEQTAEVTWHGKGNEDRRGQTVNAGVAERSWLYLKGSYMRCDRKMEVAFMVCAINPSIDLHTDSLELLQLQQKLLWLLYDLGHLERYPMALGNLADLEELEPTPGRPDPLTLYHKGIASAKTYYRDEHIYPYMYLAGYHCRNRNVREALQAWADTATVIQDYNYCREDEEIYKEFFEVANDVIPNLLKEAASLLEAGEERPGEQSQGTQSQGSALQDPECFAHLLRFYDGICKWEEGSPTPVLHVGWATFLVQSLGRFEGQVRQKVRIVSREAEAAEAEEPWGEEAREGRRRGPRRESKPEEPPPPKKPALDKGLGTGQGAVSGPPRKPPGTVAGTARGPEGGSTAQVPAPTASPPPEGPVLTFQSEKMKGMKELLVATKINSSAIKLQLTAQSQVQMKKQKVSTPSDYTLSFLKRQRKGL
CXXC DNA block: blocks binding of human MLL CXXC domain to DNA; Potency, µM (doses to about 115 µM), inactives show top-dose activity change, negative = inhibition, actives largely listed as inhibitors; 290,000 tested, 0.037% active; MLL-CXXC / FITC-HOXA9 DNA fluorescence polarization; active = well fitted inhibition curve with a large enough effect in the polarisation, with a control signal flat, not every such curve was filed as active; inconclusive = small, poorly fitted or top-dose-only effect, or effect the other way, or a change in a side signal; inactive = no such curve, though single readings can be large or run the other way; the % refers to the polarisation; also: potency is read from the fitted curve at half-maximal effect
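Fluorescence polarization: 7 uM MLL-CXXC (stock) preincubated 5 min with compounds, then 50 nM fluorescein-HOX-A9 DNA (stock) added; 30 min ambient. Buffer 50 mM Tris-HCl pH 7.5, 50 mM NaCl, 1 mM DTT, 0.05% BSA.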
TCR activator: activators of T cell receptors; primary human leukocytes, anti-CD3, IL-2 HTRF, 48 h; 330,000 tested, under 10 active; Potency, µM (top dose mostly 9.22 µM), for the others: top-dose activation of IL-2 secretion, hits mostly activators; also: % of control where 0% means no effect
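Human primary leukocytes + a-CD3 beads + cpd, 48 hr; IL-2 in supernatant by HTRF (ex 320nm / em 665nm). No co-stimulatory signal supplied.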
TSHR antag: antagonists of human thyroid stimulating hormone receptor; P16473; activity change, negative = inhibition, % at 11.5 µM; 330,000 tested, 0.2% active; TSHR-expressing cells, TSH-stimulated cAMP HTRF, 2 h; hits give low values;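 active = activity change below a set negative limit, meaning inhibition stronger than a set level, cut at about -70% in these data; inconclusive = activity change between two set negative limits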; also: % is scaled to controls: 0 for no effect and ±100 for the full control effect
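TSHR-expressing cells were treated with compounds, then stimulated with TSH at EC80 (4nM final) for 2 hours at 37 deg C. Cellular cAMP was measured by HTRF competition between lysate cAMP and cAMP-d2 for a cryptate-labelled anti-cAMP antibody.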
MBNL1-CUG inh: blocks human MBNL1 binding to CUG repeat RNA. AID 2675. Potency, µM (highest dose often 57.5 µM), for inactives: at the top dose activity change, negative = inhibition, most hits filed as inhibitors. 280,000 tested, 0.036% active. TR-FRET MBNL1-His/biotin-(CUG)12 binding, 665/545 ratio. Q9NR56; active = well fitted inhibition curve with a large enough effect in the signal ratio, with a control signal flat, not every such curve was filed as active; inconclusive = small, poorly fitted or top-dose-only effect, or effect the other way, or a change in a side signal; inactive = no such curve, though single readings can be large or run the other way; the % refers to the signal ratio; also: potency is read from the fitted curve at half-maximal effect; % is scaled to controls: 0 for no effect and ±100 for the full control effect
Target sequence (Q9NR56 whole entry, looked up): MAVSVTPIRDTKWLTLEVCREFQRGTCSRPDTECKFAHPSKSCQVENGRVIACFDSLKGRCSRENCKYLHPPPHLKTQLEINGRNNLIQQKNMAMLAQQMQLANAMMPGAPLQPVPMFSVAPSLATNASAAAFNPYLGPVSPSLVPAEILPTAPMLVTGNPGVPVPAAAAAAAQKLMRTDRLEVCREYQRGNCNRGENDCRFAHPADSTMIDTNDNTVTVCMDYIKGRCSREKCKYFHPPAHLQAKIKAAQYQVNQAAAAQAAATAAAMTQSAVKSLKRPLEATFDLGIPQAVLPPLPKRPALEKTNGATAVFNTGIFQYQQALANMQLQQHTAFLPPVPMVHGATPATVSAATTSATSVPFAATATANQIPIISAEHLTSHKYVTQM
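TR-FRET readout: Ex 340 nm, 665/545 nm emission ratio, normalized to buffer-only (basal) and MBNL1-(CUG)12 controls. Complex of MBNL1-His with Biotin-(CUG)12, compounds 92 nM–58 uM, incubated 60 min at room temperature.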
A-T KAP1 phos: potential ataxia-telangiectasia treatment | Potency, µM (highest dose often 57.5 µM), inactives show at the top dose activation, hits mostly activators | […] A-T fibroblasts, KAP-1 phosphorylation AlphaLISA; neocarzinostatin DNA damage 30 min before lysis | 320,000 tested, 0.19% active; also: potency is read from the fitted curve at half-maximal effect; % of control where 0% means no effect; nearly all actives have a fitted effect of over 45% in size
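ATM-like activity read as KAP-1 phosphorylation via AlphaLISA donor/acceptor antibody pairs after lysis and 6 hr at 25C. Cells were ATM-null patient fibroblasts ([…], hTERT), dosed 60 min, then exposed to the DSB inducer NCS for 30 min.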
TSG101-PTAP inh: blocks PTAP/TSG101 interaction to inhibit HIV-1 budding; Q99816; Fluorescence polarization, FITC-PTAP peptide / Tsg101 binding; Potency, µM (titrated, usually from 115 µM), for the others: at the top dose activity change, negative = inhibition, usual class: inhibitors; 340,000 tested, under 10 active; AID 493005; active = well fitted inhibition curve with a large enough effect in the main read-out, with a control signal flat, not every such curve was filed as active; inconclusive = small, poorly fitted or top-dose-only effect, or effect the other way, or a change in a side signal; inactive = no such curve, though single readings can be large or run the other way; also: potency is read from the fitted curve at half-maximal effect; % of control where 0% means no effect
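Fluorescence polarization binding of Tsg101 binding domain (10 uM final) to FITC-labeled PTAP peptide (50 nM final) in HEPES pH 7.5 buffer with NaCl, Tween 20, EDTA, TCEP. Compounds added before peptide; binding 20 min at RT.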
* = called active by the depositor; ? = inconclusive; / = not tested or not shown; [ ] = dose if it differs, or a comment. Unless noted, calls follow the shape of the dose curve; as a rule, active = well fitted curve in the direction sought with a large enough effect; inconclusive = small, poorly fitted or top-dose-only effect, or another doubt; inactive = no such curve, though single readings can be large; an effect the other way counts as inactive or inconclusive. Not all compounds are listed; the hit share may differ from the screen's.

Order of values: a7 integrin act	ASM inhibitor	Mito fusion act	Menin-MLL TR inh	CXXC DNA block	TCR activator	TSHR antag	MBNL1-CUG inh	A-T KAP1 phos	TSG101-PTAP inh
> CC(C)CCOC(=O)C(C)Sc1n[nH]c(=O)[nH]c1=O (stereo not drawn)
→ 0%	-1%	-5%	/	3%	-3%	-3	-10%	-4%	-4%
> O=C(COc1cccc(NC(=O)c2cccc([N+](=O)[O-])c2)c1)c1ccc(Br)cc1
→ -27%	-8%	0%	?	17%	-2%	44	13%	9%	-4%
> Cc1cn(C2CCCO2)c(=O)nc1N (stereo not drawn)
→ -11%	2%	/	/	/	-1%	/	/	/	-2%
> COc1ccc(OC)c2[nH]c(=O)c(CCNC(=O)C(=O)c3c(C)[nH]c4ccccc34)cc12
→ -50%[inhibitor]	-2%	-3%	-6%	9%	-3%	-9	12%	1%	-5%
> CC(C)(C)OC(=O)CNC(=O)c1[nH]cnc1C(=O)Nc1ccc(CNC(=O)OC(C)(C)C)cc1
→ -38%	-7%	-2%	/	17%	12%	-18	2%	-9%	-2%
> Cc1ccc(S(=O)(=O)c2nc(S(C)(=O)=O)sc2N2CC(C)OC(C)C2)cc1 (stereo not drawn)
→ ?	0%	1%	/	?	-2%	6	-5%	-5%	1%
> Cc1cccn2c(=O)c3cc(C(=O)NCCN4CCOCC4)c(=N)n(Cc4cccnc4)c3nc12
→ -21%	125%[activator]	4%	/	3%	2%	-11	-2%	20%	-13%
> O=C(Cc1ccccc1)NN1C(=O)C2C3C=CC([C@@H]2C1=O)C31CC1 (stereo partly drawn)
→ 4%	-2%	-5%	5%	10%	6%[46.1 µM]	2	-9%	1%	1%
> O=S(=O)(NCC1(N2CCOCC2)CCCCC1)c1ccc(Cl)cc1C(F)(F)F
→ 0%	-1%	-11%	/	7%	-11%	-14	2%	1%	0%
> CCCS(=O)(=O)N1CCN(CCN2C(=O)c3cccc4cccc(c34)C2=O)CC1
→ -5%	1%	-4%	0%	6%	3%	-7	?	2%	-1%
> COc1ccc(C(=O)NCC(=O)OCC(=O)NC2CCCCCC2)cc1
→ 0%	3%	/	/	/	0%	-15	/	22%	-8%
> Cc1cc(C)cc(N(C(C)C(=O)N2CCCC2)S(C)(=O)=O)c1 (stereo not drawn)
→ -26%	2%	1%	7%	11%	/	-6	-2%	3%	0%
> COc1cc(/C=N/N2CCN(c3ccccc3OC)CC2)ccc1OC(C)=O
→ 19%	1%	0%	-25%	1%	/	10	-1%	-9%	0%
> CN(CC(=O)Nc1ccccc1Cl)C(=O)CN1C(=O)C2CCCCC2C1=O (stereo not drawn)
→ 15%	11%	14%	/	/	2%	/	/	15%	1%
> CN(C)c1ccc(N=Nc2cccc(F)c2)cc1
→ 36%	-26%	20%	2%	33%[activator]	0%	-11	?	-4%	1%
> O=S(=O)(Nc1nc2ccccc2nc1Cl)c1ccccc1C(F)(F)F
→ ?	14%	11%	11%	11%	-5%	13	12%	6%	-1%
> N#CC1=C(N)SC(C(=O)c2ccccc2)C1c1cccs1 (stereo not drawn)
→ -5%	-3%	8%	2%	3%	1%[46.1 µM]	7	?	-2%	-11%
> COc1ccccc1-c1coc2c(CN3C(C)CCCC3C)c(O)ccc2c1=O (stereo not drawn)
→ 2.2µM*	39%	1%	12%	-2%	/	7	1%	0%	-5%
> CCOC(=O)c1cc(C)sc1NC(=O)CN1CCN(C(=O)c2ccco2)CC1
→ -21%	-1%	-1%	/	21%	-3%	5	-9%	-8%	/
> CCCn1c(N)c(C(=O)COC(=O)/C=C/c2ccc(OC(F)F)c(OC)c2)c(=O)[nH]c1=O
→ -11%	-2%	/	/	/	-2%[46.1 µM]	-4	/	-12%	-6%
> COc1nc(-c2ccccc2)cc(C(F)(F)F)n1
→ 5%[7.66 µM]	0%	-1%	-4%	-1%	5%	/	2%	/	-5%
> COc1cccc2cc(C(=O)C3=C(O)C(=O)N(CCN4CCOCC4)C3c3ccc(Cl)cc3)oc12 (stereo not drawn)
→ -14%	6%	4%	/	-21%	2%	-13	9%	-9%	-4%
> CC(C(=O)O)n1nnc2ccccc21 (stereo not drawn)
→ 9%	1%	-1%	/	-8%	-4%	2	1%	-6%	-5%
> CCC(C)NC(=O)c1cc(S(=O)(=O)N2CCCCC2)c[nH]1 (stereo not drawn)
→ 11%	-2%	2%	-18%	6%	-1%	4	-4%	9%	-7%
> CSCCC(NC(=O)c1ccc(Cl)cc1Cl)C(=O)OC(C)C(=O)NCc1ccco1 (stereo not drawn)
→ -12%	-1%	-1%	/	/	-1%	0	/	5%	-6%
> CC(=O)Nc1ccc(S(=O)(=O)N(C)CC(=O)NC2CCCC(C)C2C)cc1 (stereo not drawn)
→ 0%	0%	-6%	/	/	-3%	24	/	1%	3%
> CC(C1CC2CCC1C2)n1c(-c2cccs2)n[nH]c1=S (stereo not drawn)
→ -10%	-1%	9%	/	5%	1%	-18	12%	-27%	-2%
> COc1ccccc1OCC(=O)Nc1ccc2c(c1)OCO2
→ 12%	11%	-8%	-23%	5%	2%	4	1%	2%	-1%
> COC(=O)C1(C)NC(c2ccc(F)cc2)C2C(=O)N(c3ccccc3)C(=O)C21 (stereo not drawn)
→ 7%	0%	3%	10%	2%	0%	4	-4%	-2%	-3%
> O=C(O)CCC(=O)NCCc1cccc(Cl)c1
→ 5%	1%	0%	8%	42%[activator]	/	-3	-8%	2%	1%
> CCCOc1ccc(Oc2nc(-c3ccncc3)nc3ccccc23)cc1
→ 23%	-12%	6%	/	-12%	-5%	15	/	2%	-4%
> CCCCNC(=O)COC(=O)c1ccc(NC(C)=O)cc1
→ ?	4%	-4%	6%	4%	0%	1	-2%	-15%	0%
> COc1ccc(-n2nnnc2-c2cnc3cc4c(cc3c2C)OCO4)cc1
→ 7%	0%	6%	10%	3%	1%	10	-8%	0%	-5%
> CC(=O)Nc1ccc(OCc2ccccc2)cc1[N+](=O)[O-]
→ 26%	-2%	/	/	/	-3%	/	/	/	-4%
> C/C(CC(=O)Nc1ccc(Cl)cc1Cl)=N\NC(=O)C(=O)N1CCCC1
→ 9%	-1%	1%	6%	-2%	-5%	-8	3%	-3%	-1%
> Cc1cnc(C(=O)OCC(=O)Nc2c(Cl)cc(Cl)cc2Cl)cn1
→ -9%	2%	4%	/	/	2%	-12	/	-6%	-1%
> O=C(O)C1Nc2c(C(F)(F)F)ccc(Cl)c2C2C=CCC12 (stereo not drawn)
→ -9%	4%	1%	31%[activator]	?	7%	-2	0%	11%	-13%
> COc1ccc2nc(NNC(=O)c3cc(=O)c4ccccc4o3)sc2c1
→ -5%	-4%	-8%	?	-2%	1%	7	11%	-6%	-1%
> CN(Cc1ccccc1)C(=O)c1[nH]cnc1C(=O)NCc1ccc(CNC(=O)OC(C)(C)C)cc1
→ -12%	1%	-9%	/	/	1%	-4	/	11%	-2%
> CCO/C=C1\C(=O)N(c2ccc(OCC)cc2)C(=O)c2ccccc21
→ 23%	260%[activator]	-3%	1%	1%	-1%	11	-5%	-12%	-7%
> O=C(COC(=O)Cn1cnc2ccccc21)Nc1cccc2c1C(=O)c1ccccc1C2=O
→ -15%	-6%	-4%	15%	6%	1%[46.1 µM]	8	?	-2%	?
> CC(C)CN(C(=O)COC(=O)c1c2c(nc3ccccc13)CCC2)c1c(N)n(Cc2ccccc2)c(=O)[nH]c1=O
→ 6%	-3%	-2%	/	-4%	-3%	-3	11%	-3%	0%
> CN(C(=O)CSc1nc(-c2ccc(F)cc2)cs1)C1CCS(=O)(=O)C1 (stereo not drawn)
→ 3%	1%	-1%	16%	-1%	3%	-9	-5%	4%	-1%
> CN(C(=O)Cn1cc([N+](=O)[O-])ccc1=O)C1CCCCC1
→ 22%	4%	-2%	/	/	9%	5	/	7%	-2%

At a glance, part of the list above:
Order of values: a7 integrin act	ASM inhibitor	Mito fusion act	Menin-MLL TR inh	CXXC DNA block	TCR activator	TSHR antag	MBNL1-CUG inh	A-T KAP1 phos	TSG101-PTAP inh
> CCCOc1ccc(Oc2nc(-c3ccncc3)nc3ccccc23)cc1
→ 23%	-12%	6%	/	-12%	-5%	15	/	2%	-4%
> CCCCNC(=O)COC(=O)c1ccc(NC(C)=O)cc1
→ ?	4%	-4%	6%	4%	0%	1	-2%	-15%	0%
